Source: PubChem BioAssay
V1aR counter: activates human V1a receptor in oxytocin agonist counter-screen | activation, % at 3 µM | hit rate 0.25% among 320,000 | P37288 | CHO-V1R cells, Fluo-8 calcium fluorescence, agonist mode; 0% DMSO, 100% 3 nM vasopressin;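 active = activation above the mean activation of all tested compounds plus 3 SD, per screening run, cut at about 20% in these data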;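 note: signal is peak over basal fluorescence ratio across a 100 second FLIPR read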
Target sequence (P37288 whole entry, looked up): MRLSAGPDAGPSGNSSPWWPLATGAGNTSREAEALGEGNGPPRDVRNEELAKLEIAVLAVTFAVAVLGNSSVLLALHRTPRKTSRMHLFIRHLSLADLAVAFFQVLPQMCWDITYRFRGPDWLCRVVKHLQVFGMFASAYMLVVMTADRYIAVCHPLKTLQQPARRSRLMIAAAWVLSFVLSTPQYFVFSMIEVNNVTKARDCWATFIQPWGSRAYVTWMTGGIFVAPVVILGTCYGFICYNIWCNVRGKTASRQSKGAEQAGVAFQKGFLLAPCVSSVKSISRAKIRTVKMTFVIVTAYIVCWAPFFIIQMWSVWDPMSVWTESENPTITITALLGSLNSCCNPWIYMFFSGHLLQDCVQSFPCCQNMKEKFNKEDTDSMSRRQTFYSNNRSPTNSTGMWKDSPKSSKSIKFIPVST
CHO parental Ca: signal in parental CHO cells, OX1R antagonist counter-screen; hit rate 0.63% among 330,000; parental CHO-K1, ATP-induced calcium, Fluo-8 fluorescence; inhibition, % at 5.6 µM;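 active = inhibition above that plate's mean sample inhibition plus 3 SD, cut at about 26% in these data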;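 note: 0% = ATP-challenged DMSO wells and 100% = DMSO wells without ATP; some compounds past the cut are filed as inactive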
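material = parental CHO cells | also added = ATP as calcium-mobilizing challenge | dosing = single point at 5.6 µM | detection = intracellular calcium via Fluo-8 no-wash fluorescent dye | read-out = % inhibition | benchmarks = low control ATP plus DMSO, high control DMSO only | repeats = one well per compound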
OXTR potentiate: potentiators of human oxytocin receptor | hit rate 0.061% among 320,000 | activation, % at 3 µM | CHO-OTR cells, Fluo-8 calcium fluorescence, potentiator mode; 0% = oxytocin EC15, 100% = EC100 | P30559;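 active = activation above that plate's cutoff, the mean activation of tested compounds plus 3 SD, cut at about 6.6% in these data, passing the limit was not always enough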;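 note: 100% uses oxytocin at 75 nM as the full agonist control; some results filed as inactive read as strong as hits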
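Material: human OTR in CHO cells. Compound: 3.0 µM, one dose. Timing: compound 6 min at room temperature before oxytocin, 100 s read. Evaluation: % activation of max/min ratio relative to oxytocin controls. Replication: single well per compound, singlicate. Signal: Fluo-8 calcium dye fluorescence.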
OXTR ag: activates the human oxytocin receptor; P30559; CHO-OTR cells, Fluo-8 calcium fluorescence; normalized: DMSO 0%, oxytocin 100%; activation, % at 3 µM; hit rate 0.32% among 320,000; AID 2435;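 active = activation above the mean of all tested compounds plus 3 SD, cutoff set per screening run, cut at about 20% in these data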;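 note: peak over basal fluorescence ratio from a 100 s FLIPR kinetic read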
GPR7 antag: human neuropeptides B/W receptor 1 antagonism; P48145; GPR7-expressing cells, fluorescence antagonist assay; inhibition, % at 4.4 µM; hit rate 1.1% among 290,000; in the data active = inhibition above about 16%, passing the limit was not always enough;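 note: cells stimulated with the agonist NPW; 0% = agonist with vehicle and 100% = vehicle without agonist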
Target sequence (P48145 whole entry, looked up): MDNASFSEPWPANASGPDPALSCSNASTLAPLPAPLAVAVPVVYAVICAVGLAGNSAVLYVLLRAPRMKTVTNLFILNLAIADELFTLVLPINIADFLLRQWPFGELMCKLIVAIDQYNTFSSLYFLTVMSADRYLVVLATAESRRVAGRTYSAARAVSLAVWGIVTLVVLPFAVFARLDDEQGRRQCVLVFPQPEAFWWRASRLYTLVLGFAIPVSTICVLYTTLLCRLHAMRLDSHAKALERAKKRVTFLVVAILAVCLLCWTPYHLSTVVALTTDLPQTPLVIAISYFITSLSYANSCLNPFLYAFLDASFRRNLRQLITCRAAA
M1 PAM parental: M1 PAM counterscreen hit in parental CHO-K1 cells; ATP EC20, Fluo-8 calcium fluorescence; 0% at ATP EC20, 100% at ATP max; activation, % at 3 µM; hit rate 0.02% among 360,000; AID 602247;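 active = activation above the run cutoff, the mean activation of all test compounds plus 3 SD, cut at about 40% in these data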;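 note: peak over basal fluorescence ratio in a 140 s read after ATP addition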
CHO-K1 Ca antag: counter-screen for M1 antagonists: effect in parental CHO-K1 cells | inhibition, % at 3 µM | AID 602250 | ATP-induced calcium, Fluo-8 fluorescence | hit rate 0.6% among 360,000;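 active = inhibition above a per-plate cutoff, the plate's mean sample inhibition plus 3 SD, cut at about 24% in these data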;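 note: 0% = DMSO plus EC80 ATP and 100% = DMSO alone without ATP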
CHO-K1 Ca ag: M1 agonist counterscreen hit in parental CHO-K1 cells. Fluo-8 calcium fluorescence; scaled to maximal ATP response, vehicle zero. activation, % at 3 µM. hit rate 0.48% among 360,000. AID 602248; in the data active = activation above about 15%;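 note: untransfected CHO-K1 host cells lacking M1 receptor as counterscreen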
TAAR1 antag: human TAAR1 antagonism; Q96RJ0; CHO RD-HGA16 TAAR1, Fluo-8 calcium fluorescence, antagonist; inhibition, % at 3 µM; hit rate 1.5% among 360,000; AID 624466;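 active = inhibition above a per-plate cutoff, the mean inhibition of test compounds on that plate plus 3 SD, cut at about 49% in these data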;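 note: 0% = DMSO plus EC80 beta-PEA response and 100% = DMSO alone without agonist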
Target sequence (Q96RJ0 whole entry, looked up): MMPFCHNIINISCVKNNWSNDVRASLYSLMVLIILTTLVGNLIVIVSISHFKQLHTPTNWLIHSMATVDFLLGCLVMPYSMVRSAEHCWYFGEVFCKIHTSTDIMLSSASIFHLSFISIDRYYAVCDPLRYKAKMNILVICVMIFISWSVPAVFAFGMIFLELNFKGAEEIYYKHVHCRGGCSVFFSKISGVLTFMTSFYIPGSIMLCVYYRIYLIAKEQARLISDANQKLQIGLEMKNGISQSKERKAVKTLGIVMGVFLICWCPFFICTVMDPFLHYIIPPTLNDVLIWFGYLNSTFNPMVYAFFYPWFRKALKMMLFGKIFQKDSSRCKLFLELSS
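Test system – hTAAR1-expressing CHO RD-HGA16 cells, Gα16-coupled · Also added – β-PEA at EC80 concentration, post-compound challenge · Compound – 3 µM, single point · Incubation – dye loading 75 min at 37 °C, then 30 min room temperature · Measured by – Fluo-8 intracellular calcium dye fluorescence, real-time kinetic reads · Benchmarks – vehicle and agonist controls · Replicates – singlicate, one well per test compound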
The depositor's hits bear a star; . = no result given.

SMILES	V1aR counter	CHO parental Ca	OXTR potentiate	OXTR ag	GPR7 antag	M1 PAM parental	CHO-K1 Ca antag	CHO-K1 Ca ag	TAAR1 antag
O=C(NCCc1c[nH]c2ccccc12)C1CCN(S(=O)(=O)c2ccc(F)cc2)CC1	6.2	-15	-9	3.5	-15	5	-5	3.9	-5
COc1ccc(CC(=O)OCC(=O)Nc2ccc3[nH]c(=O)[nH]c3c2)cc1OC	.	.	.	.	.	18	-14	0.5	-4
CCCOc1ccccc1NC(=O)c1ccc(N)cc1	-0.2	-22	2	1.0	-24	15	-10	0.5	5
Cc1cc(O)c(N=Nc2ccc(C(=O)O)cc2)cc1C	.	.	.	.	.	5	-9	0.8	11
CCc1ccc(NC(=O)c2ccc3c(c2)C(=O)N(Cc2ccco2)C3=O)cc1	2.0	0	-6	2.4	1	-12	4	3.0	2
Cc1ccc(NC(=O)CSc2nc3c(c(=O)[nH]2)CCC3)c(C)c1	-0.7	-5	-9	-1.1	-7	26	-18	0.7	-2
CCc1ccc(CN(C)C(=O)c2cc(COc3cccc4cnccc34)on2)cc1	3.2	67*	-22	5.7	38*	-18	25*	10	51*
Cc1cc(C)c(OCCOCCN2CCNCC2)c(C)c1	0.3	-16	-13	4.3	0	14	-7	0.1	-9
O=C(N=C1SC2CS(=O)(=O)CC2N1Cc1ccccc1)c1ccccc1 (stereo not drawn)	.	.	.	.	.	17	-17	-0.2	-5
COc1ccc(-n2ncc(C(=O)N3CCN(c4ccc(F)cc4)CC3)c2C)cc1	1.2	5	-4	0.7	-8	19	-8	3.6	-11
O=C(CN(C(=O)CCC(=O)Nc1nccs1)c1ccccc1F)NCc1ccc2c(c1)OCO2	4.4	-19	-7	0.6	-2	23	-7	2.3	-6
C=CCn1cc(C(=O)NCc2ccco2)c(=O)c2cc(S(=O)(=O)N3CCCCCC3)ccc21	0.2	-6	-5	1.4	11	19	-12	1.4	7
O=C(Nc1ccc(SC(F)F)cc1)C1CC(=O)N(Cc2ccccc2)C1 (stereo not drawn)	0.5	3	-3	0.4	19	12	-10	1.5	-15
Oc1ccc(Nc2ncnc3scc(-c4ccccc4)c23)cc1	-0.5	1	-4	-1.3	-9	16	-5	0.4	2
Cc1ccc([C@@H]2CC=C(C(=O)O)CN2S(=O)(=O)c2ccc(C)cc2)cc1	2.0	-8	-6	1.2	.	5	-2	0.6	-1
O=C(CSc1nnnn1C1CCCCC1)NCc1ccco1	-0.4	-26	-3	0.5	-5	16	-16	0.0	3
O=C(CNC(=O)c1cccs1)N/N=C/c1cccc(Br)c1	.	.	.	.	-3	-1	-9	0.9	-11
CCn1cc(C(=O)O)c(=O)c2ccc(C)nc21	0.4	4	-2	0.3	-11	3	2	-0.3	-5
C=CCn1c(SCCC(=O)O)nc2c1c(=O)n(C)c(=O)n2C	0.2	4	-3	0.0	-11	15	-20	0.7	-12
CCOP(=O)(OCC)c1nc(-c2cccc3ccccc23)oc1N1CCOCC1	2.5	-23	-6	0.1	5	14	-1	4.1	12
NS(=O)(=O)c1ccc(CCNC(=O)C2CCN(c3ncnc4c3nc3n4CCCCC3)CC2)cc1	0.4	-8	-3	0.2	2	22	-20	0.3	-4
COc1ccc(C(=O)C2CCCN(C(=O)c3ccc4cc[nH]c4c3)C2)c(C)c1 (stereo not drawn)	2.5	-1	-4	2.1	-9	4	-3	1.9	-15
COC(=O)C1CC(O)CN1C(=O)c1ccco1 (stereo not drawn)	1.1	-12	-1	1.2	14	16	-7	1.2	-6
CNC(=O)c1csc(-c2ccccc2)n1	-0.7	2	-5	-0.6	-3	7	-2	-0.2	8
O=C(Cc1ccccc1)NCC(=O)N1CCCCCC1	0.6	-3	-6	0.2	-15	17	-3	0.3	-3
CCN(CC)S(=O)(=O)c1ccc(C(=O)Nn2cnnc2)cc1	1.1	3	-4	0.4	1	-6	-20	0.5	-19
CCOc1ccc(CNC(=O)C2CCN(c3nn4c(=O)cc(C)nc4s3)CC2)cc1	12	-12	-6	-2.3	-9	25	-24	-0.8	-18
O=C(c1cc(-c2ccccn2)nc2ccc(Cl)cc12)N1CCN(CCc2ccccc2)CC1	0.1	-26	-10	-0.2	-2	16	-3	5.5	45
CC1=Nc2ccccc2/C1=C\c1nc(-c2ccc(F)cc2)oc1O	4.8	16	-6	3.4	17	13	-27	0.9	38
COc1ccc(/C=N\NC(=O)c2ccccc2F)cc1COc1ccc(F)cc1F	-0.1	-9	-11	-0.9	2	14	-5	-0.5	15
CC(=O)NNC(=O)CCn1c2c(c3ccccc31)CCCC2	0.3	-16	-6	-1.8	-13	0	-5	5.7	-9
CCN(C(=O)COC(=O)c1cccc(S(=O)(=O)N2CCOCC2)c1)C1CCS(=O)(=O)C1 (stereo not drawn)	0.6	-4	8	0.7	.	-4	2	0.0	-3
CCOC(=O)COn1c(=O)c(-c2ccc(OC)cc2)[n+]([O-])c2ccccc21	0.2	-16	-9	-0.5	-2	-24	-18	1.8	-16
CCc1ccc(-c2cc(C)no2)cc1S(=O)(=O)N1CCOc2ccccc21	0.0	-19	-13	0.1	-5	-2	4	0.6	3
N#C/C(=N\O)c1nc2ccccc2[nH]1	5.0	1	-3	1.1	-9	10	-2	0.2	-2
CCCCCCOc1ccc(/C=C/C(=O)N2CCOCC2)cc1OC	1.6	-6	-9	-1.5	-9	-17	0	1.2	13
Clc1cccc(CSc2ncnc3c2ncn3C2CCCCO2)c1 (stereo not drawn)	.	.	.	.	.	18	-20	1.1	-1
CC(C)[C@H](NC(=O)c1ccccc1)C(=O)NC1CCCCCCC1	0.7	-13	-8	-1.6	.	-10	-4	-0.1	11
CC(NC(=O)c1ccc(S(=O)(=O)N(C)C)cc1)c1ccccc1 (stereo not drawn)	0.0	-8	-14	0.0	0	14	-5	0.7	3
N#Cc1cc(-c2ccccc2)nnc1Oc1ccccc1Cl	-0.5	5	-5	-1.8	-1	-6	1	-0.8	33
CCSC1=NC(C)(C)C=C(/C=C/c2ccc(Cl)cc2Cl)N1	-0.1	-16	-5	1.9	24	-5	15	0.0	-22
CCOC(=O)Nc1ccc(C(=O)Oc2ccccc2)c(O)c1	1.1	-10	-5	0.8	-2	15	-18	3.3	-9
N#Cc1c2c(c(Nc3ccccc3)n3c1nc1ccccc13)CCC2	0.5	-20	-2	-1.7	0	12	2	0.3	-2
COc1ccc(S(=O)(=O)NNc2nc(C)cc(C)n2)cc1Br	0.9	-2	10	0.7	.	15	-9	4.5	-34
CCOc1ccc(CC(=O)NNC(=S)Nc2ccccc2)cc1Br	2.2	-7	-13	0.5	9	18	-12	1.7	-12
Cc1ccc2nc(-c3ccc(F)cc3)c(Cc3ccccc3C(F)(F)F)n2c1	.	.	.	.	.	19	-16	0.6	-16
O=C(CCc1nc2ccccc2s1)N1CCN(c2ccccc2)CC1	0.5	-23	-3	-1.0	-7	8	-16	3.5	28
CCOC(=O)CN1C(=O)C(=O)c2cc(C)ccc21	-0.5	7	-11	1.9	14	21	-15	0.3	0
CC(C)[C@@H]1CC[C@@H](C)C[C@H]1O	.	.	.	.	.	22	-8	0.5	2
Cc1ccc(-c2nc(=O)[nH]c3ccccc23)cc1	0.1	-6	0	-2.5	-11	8	2	-1.6	-7
COC1=CC(=O)c2ccccc2C1=O	2.0	-3	-4	0.9	.	-2	-4	0.6	.
COCCCn1c(SCC(=O)N2CCOCC2)nc2cc(Cl)ccc2c1=O	1.6	-9	-9	0.9	.	3	-7	0.9	-15
CCCSc1ccc([C@@H]2[C@H]3C(=O)N(CC)C(=O)[C@H]3[C@]3(C(=O)OC)CCCN23)cc1OC	-0.7	-19	-6	0.1	.	-8	-4	0.4	-4
CC1CN2C(c3ccc(Cl)cc3)=CSC2=N1 (stereo not drawn)	-0.8	3	-8	-0.9	14	12	-5	0.4	0
CC(NC(=O)COC(=O)CNC(=O)C1CCCCC1)c1ccccc1 (stereo not drawn)	-0.6	2	-1	-0.8	.	-13	9	-0.2	5
CC(=O)NS(=O)(=O)c1ccc(NC(=O)CN2C(=O)C3C4C=CC(C4)C3C2=O)cc1 (stereo not drawn)	0.2	6	-4	0.4	-2	19	-12	1.1	-15
CCOc1cc(C2C(C#N)=C(N)OC3=C2C(=O)CC(C)(C)C3)cc([N+](=O)[O-])c1O (stereo not drawn)	-0.8	-23	-7	-1.1	-12	18	2	-0.2	18
O=C(O)Cc1cc2c(s1)CCCCC2	0.7	-4	-3	1.3	-11	-2	1	-0.1	5
N#C/C(=C(/O)c1ccc2c(c1)OCO2)c1nc2cc(C(F)(F)F)ccc2s1	11	0	-16	11	-6	-23	11	2.4	24
Cc1ccc(-c2ccc(CN3C(CC(C)C)C(=O)N(Cc4cn(CC5CCCCC5)nn4)CCS3(=O)=O)cc2)cc1 (stereo not drawn)	.	.	.	.	.	11	-12	0.9	-17

With a hit mark in TAAR1 antag, of those listed so far:
SMILES	OXTR potentiate	GPR7 antag	TAAR1 antag
CCc1ccc(CN(C)C(=O)c2cc(COc3cccc4cnccc34)on2)cc1	-22	38*	51*

The listing continues.
SMILES	V1aR counter	CHO parental Ca	OXTR potentiate	OXTR ag	GPR7 antag	M1 PAM parental	CHO-K1 Ca antag	CHO-K1 Ca ag	TAAR1 antag
Cc1ccc(-n2c3c(c(=O)[nH]c2=O)C(NS(=O)(=O)c2ccc(Cl)cc2)(C(F)(F)F)C(=O)N3)cc1 (stereo not drawn)	0.9	-4	-5	0.4	-12	18	0	0.1	10
CCOC(=O)CSc1nnc(CNC(=O)Cc2ccccc2)n1-c1ccccc1OC	-0.1	-13	1	-0.9	-6	14	-4	4.4	.
Cc1cccc(-n2ncc3c(N(C)C4CCCCC4)ncnc32)c1	-0.6	-14	-4	-1.8	.	3	5	0.7	10
CC(C)c1nc(N2CCCC2)c(C#N)c2c1CCCC2	-1.0	-14	-4	-0.6	-1	9	-6	0.3	-23
CCn1cnc2cc(NCc3ccccc3Cl)ccc21	3.7	-1	-4	4.5	-11	11	-4	6.7	0
Cc1ccc(-c2nnc(SC(C)C(=O)NCC3CCCO3)nc2-c2ccc(C)cc2)cc1 (stereo not drawn)	-1.1	-23	-12	-2.5	.	4	-7	-0.9	-14
COC(=O)c1sccc1NC(=O)Nc1cccc(Cl)c1Cl	-0.6	-38	-24	-1.6	-5	-8	-4	-0.4	21
CCOc1cc(-c2noc(CCC(=O)Nc3cccnc3)n2)ccc1OC	1.9	-9	0	2.7	-7	8	-2	1.0	5

Two records picked at random from the list so far:
SMILES	V1aR counter	CHO parental Ca	OXTR potentiate	OXTR ag	GPR7 antag	M1 PAM parental	CHO-K1 Ca antag	CHO-K1 Ca ag	TAAR1 antag
Cc1ccc(-n2c3c(c(=O)[nH]c2=O)C(NS(=O)(=O)c2ccc(Cl)cc2)(C(F)(F)F)C(=O)N3)cc1 (stereo not drawn)	0.9	-4	-5	0.4	-12	18	0	0.1	10
CCOC(=O)CSc1nnc(CNC(=O)Cc2ccccc2)n1-c1ccccc1OC	-0.1	-13	1	-0.9	-6	14	-4	4.4	.
